High-throughput results (PubChem BioAssay)
p53 PUMA act – mutant p53 pathway re-activators, primary screen, cell-based, SW480, luciferase, single point, HTS. SW480 PUMA-promoter luciferase, p53 mutant reactivation. activation, % at 9.98 µM. 1.5% of 28,000 active. AID 624151, 2012; in the data active = activation above about 52%
STK33 inh – STK33 kinase inhibitors, primary screen, biochemical, luminescence, ADP-Glo, MBP substrate; AID 2322, 2010; Serine/threonine-protein kinase 33 (Homo sapiens), Q9BYT3; 0.44% of 27,000 active; inhibition, % at 12.5 µM; in the data active = inhibition above about 20%
Target sequence (Q9BYT3 whole entry, looked up): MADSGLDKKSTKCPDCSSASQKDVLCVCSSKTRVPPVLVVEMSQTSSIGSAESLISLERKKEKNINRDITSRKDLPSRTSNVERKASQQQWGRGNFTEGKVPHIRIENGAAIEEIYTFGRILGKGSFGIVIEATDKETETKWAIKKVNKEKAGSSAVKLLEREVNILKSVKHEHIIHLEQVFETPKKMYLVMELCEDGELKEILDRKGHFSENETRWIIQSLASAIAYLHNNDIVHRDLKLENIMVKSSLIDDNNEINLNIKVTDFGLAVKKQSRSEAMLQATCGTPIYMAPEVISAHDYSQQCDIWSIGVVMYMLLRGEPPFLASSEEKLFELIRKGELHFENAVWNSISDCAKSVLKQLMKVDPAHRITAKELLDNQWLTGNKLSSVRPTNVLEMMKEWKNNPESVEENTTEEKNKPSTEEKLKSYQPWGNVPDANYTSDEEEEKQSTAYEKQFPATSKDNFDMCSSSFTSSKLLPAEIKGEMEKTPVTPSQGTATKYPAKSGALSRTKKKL
* marks the source's active call; other numbers are inactive results; nt = not tested or not shown. This is a subset. The share of hits here may be higher or lower than overall.

The opening 13 records (preview)
SMILES	p53 PUMA act	STK33 inh
C[C@@H]1CN([C@H](C)CO)C(=O)Cc2cc(NC(=O)Nc3cccc4ccccc34)ccc2O[C@H]1CN(C)Cc1ccc(C(=O)O)cc1	2	-7
C[C@H]1CN([C@@H](C)CO)C(=O)Cc2cc(NC(=O)c3ccncc3)ccc2O[C@@H]1CN(C)C(=O)Nc1ccc(C(F)(F)F)cc1	nt	-2
COCc1nc2ccccc2n1CCOc1ccc(Br)cc1	12	0
COc1ccc(S(=O)(=O)Nc2ccc3c(c2)CC(=O)N([C@H](C)CO)C[C@@H](C)[C@@H](CN(C)S(C)(=O)=O)O3)cc1	nt	2
CSc1ccccc1NC(=O)CN(C)S(=O)(=O)c1ccc(Br)cc1	-9	0
C[C@@H]1CN([C@H](C)CO)C(=O)Cc2cc(NS(=O)(=O)c3ccc(F)cc3)ccc2O[C@H]1CN(C)C(=O)Nc1ccc(F)cc1	nt	2
Cc1ccc(S(=O)(=O)N(C)C[C@@H]2OCc3cnnn3CCCC(=O)N([C@@H](C)CO)C[C@@H]2C)cc1	nt	-1
CCCC#Cc1ccc2c(c1)O[C@H](CN(C)S(=O)(=O)c1cccc(F)c1)[C@@H](C)CN([C@H](C)CO)S2(=O)=O	-42	nt
C[C@@H]1CCCCO[C@H](CN(C)Cc2ccc(C(=O)O)cc2)[C@@H](C)CN([C@H](C)CO)C(=O)c2cc(NS(=O)(=O)c3cn(C)cn3)ccc2O1	nt	-1
CCOc1ccccc1C1CC(=O)NC(C)=C1C(=O)OCC1CCCCC1 (centres undefined)	-31	nt
CC(C)c1ccc(OCC(=O)Nc2cc(C(F)(F)F)ccc2N2CCOCC2)cc1	-12	-1
C[C@@H]1CCCCO[C@H](CN(C)C(=O)C2CCCCC2)[C@@H](C)CN([C@H](C)CO)C(=O)c2cc(NC(=O)Nc3ccccc3)ccc2O1	-11	6
O=C(COc1cccc(-c2cnc3ccccc3n2)c1)c1ccccc1	40	-3

The whole of this part (from the top)
SMILES	p53 PUMA act	STK33 inh
C[C@@H]1CN([C@H](C)CO)C(=O)Cc2cc(NC(=O)Nc3cccc4ccccc34)ccc2O[C@H]1CN(C)Cc1ccc(C(=O)O)cc1	2	-7
C[C@H]1CN([C@@H](C)CO)C(=O)Cc2cc(NC(=O)c3ccncc3)ccc2O[C@@H]1CN(C)C(=O)Nc1ccc(C(F)(F)F)cc1	nt	-2
COCc1nc2ccccc2n1CCOc1ccc(Br)cc1	12	0
COc1ccc(S(=O)(=O)Nc2ccc3c(c2)CC(=O)N([C@H](C)CO)C[C@@H](C)[C@@H](CN(C)S(C)(=O)=O)O3)cc1	nt	2
CSc1ccccc1NC(=O)CN(C)S(=O)(=O)c1ccc(Br)cc1	-9	0
C[C@@H]1CN([C@H](C)CO)C(=O)Cc2cc(NS(=O)(=O)c3ccc(F)cc3)ccc2O[C@H]1CN(C)C(=O)Nc1ccc(F)cc1	nt	2
Cc1ccc(S(=O)(=O)N(C)C[C@@H]2OCc3cnnn3CCCC(=O)N([C@@H](C)CO)C[C@@H]2C)cc1	nt	-1
CCCC#Cc1ccc2c(c1)O[C@H](CN(C)S(=O)(=O)c1cccc(F)c1)[C@@H](C)CN([C@H](C)CO)S2(=O)=O	-42	nt
C[C@@H]1CCCCO[C@H](CN(C)Cc2ccc(C(=O)O)cc2)[C@@H](C)CN([C@H](C)CO)C(=O)c2cc(NS(=O)(=O)c3cn(C)cn3)ccc2O1	nt	-1
CCOc1ccccc1C1CC(=O)NC(C)=C1C(=O)OCC1CCCCC1 (centres undefined)	-31	nt
CC(C)c1ccc(OCC(=O)Nc2cc(C(F)(F)F)ccc2N2CCOCC2)cc1	-12	-1
C[C@@H]1CCCCO[C@H](CN(C)C(=O)C2CCCCC2)[C@@H](C)CN([C@H](C)CO)C(=O)c2cc(NC(=O)Nc3ccccc3)ccc2O1	-11	6
O=C(COc1cccc(-c2cnc3ccccc3n2)c1)c1ccccc1	40	-3
O=C(C[C@@H]1C[C@@H]2c3cc(NC(=O)C4CCOCC4)ccc3O[C@@H]2[C@@H](CO)O1)NCc1cccnc1	-7	nt
C[C@H](CO)N1C[C@H](C)[C@H](CN(C)Cc2ccc3c(c2)OCO3)Oc2ncc(C#CCN(C)C)cc2C1=O	9	0
N#C/C(=C/c1ccc(O)c(O)c1)C(=O)OC/C=C/c1ccccc1	36	-1
Cc1ccc(S(=O)(=O)NC(CC(=O)O)c2ccccc2)cc1 (centres undefined)	-1	-1
Cc1ccc(S(=O)(=O)NCCC(=O)Oc2ccc3c(=O)c(-c4ccc(F)cc4)coc3c2)cc1	105*	1
O=Nc1c(-c2c(O)[nH]c3ccc(S(=O)(=O)O)cc23)[nH]c2ccccc12	-2	22
C[C@H](CO)N1C[C@H](C)[C@@H](CN(C)S(=O)(=O)c2ccc(Cl)cc2)Oc2c(NC(=O)NC3CCCCC3)cccc2C1=O	-4	nt
C[C@H](CO)N1C[C@H](C)[C@H](CN(C)Cc2ccc(-c3ccccc3)cc2)Oc2ccc(NC(=O)Nc3ccc(C(F)(F)F)cc3)cc2C1=O	nt	4
CC(C)CC#Cc1ccc2c(c1)O[C@@H](CN(C)C(=O)Cc1cccnc1)[C@@H](C)CN([C@H](C)CO)S2(=O)=O	5	nt
C/C=C/c1cnc2c(c1)C(=O)N([C@@H](C)CO)C[C@@H](C)[C@H](CN(C)S(=O)(=O)c1ccc(F)cc1)O2	-9	nt
CC(C)NC(=O)N(C)C[C@@H]1Oc2ncc(Br)cc2C(=O)N([C@H](C)CO)C[C@@H]1C	1	-3

Complete entries, looked up by structure.
C/C=C/c1cnc2c(c1)C(=O)N([C@@H](C)CO)C[C@@H](C)[C@H](CN(C)S(=O)(=O)c1ccc(F)cc1)O2 across the screens: p53 PUMA act = -9; STK33 inh = nt
Cc1ccc(S(=O)(=O)NC(CC(=O)O)c2ccccc2)cc1 (centres undefined) across the screens: p53 PUMA act = -1; STK33 inh = -1

The listing continues:
SMILES	p53 PUMA act	STK33 inh
CNC[C@@H]1Oc2ccc(NC(=O)Nc3c(C)noc3C)cc2C(=O)N([C@H](C)CO)C[C@H]1C	nt	1
CCCNC(=O)N(C)C[C@H]1Oc2ncc(/C=C/c3ccccc3)cc2C(=O)N([C@H](C)CO)C[C@@H]1C	8	nt
O=S(=O)(c1ccccc1)c1nc(-c2ccccc2Cl)oc1NCc1cccnc1	-12	1
CCOc1c(S(=O)(=O)NC2CC(C)(C)NC(C)(C)C2)ccc(Cl)c1Cl	-5	-1
C[C@@H]1CN([C@@H](C)CO)C(=O)Cc2cc(NS(=O)(=O)c3ccc(Cl)cc3)ccc2O[C@H]1CN(C)C(=O)Nc1ccc(F)cc1	6	nt
COc1ccc(CCNS(=O)(=O)c2cc([N+](=O)[O-])ccc2C)cc1OC	-12	-2
COc1ccc(N(CC(=O)Nc2ccccc2OC)S(C)(=O)=O)cc1Cl	2	0
O=C(CC1NC2CCCCC2NC1=O)Nc1ccc2c(c1)OCCO2 (centres undefined)	10	-2
COc1ccc(NC(=O)Nc2ccc3c(c2)C(=O)N([C@@H](C)CO)C[C@H](C)[C@@H](CN(C)S(C)(=O)=O)O3)cc1	nt	4
COc1cc(C)c(Br)cc1S(=O)(=O)NCC1CCCO1 (centres undefined)	17	1
CC(C)CC#Cc1cnc2c(c1)C(=O)N([C@@H](C)CO)C[C@@H](C)[C@H](CN(C)Cc1cncnc1)O2	-2	nt
COc1ccc(CNCCCN2CCOCC2)cc1OC	-1	7
CCC1(C)Cc2ccccc2-c2nc3[nH]nc(SCC(=O)Nc4ccc(OC)c(Cl)c4)n3c(=O)c21 (centres undefined)	-6	3
CC(=O)O[C@H]1C[C@@H](OC(C)=O)C(C)(C)C2C[C@@H](OC(C)=O)[C@@]3(C)C4=CC(=O)O[C@@H](c5ccoc5)[C@]4(C)CCC3[C@]21C (some centres undefined)	nt	0
O=C(NCc1ccc(F)cc1)[C@@H]1C[C@@H]2C(=O)N3CCC[C@H]3C(=O)N2[C@@H]1c1ccc(O)cc1	nt	-4
COc1ccc(S(=O)(=O)Nc2cccc3c2O[C@H](CN(C)C)[C@H](C)CN([C@@H](C)CO)C3=O)cc1	1	nt
CCN(CC(=O)Nc1cccc(F)c1)S(=O)(=O)c1ccc(Cl)cc1	5	-2
C=C1C(=O)[C@@]23CCC4[C@](C)(C(=O)O)CCC[C@@]4(C)[C@@H]2CC[C@@H]1C3 (some centres undefined)	nt	-2
C[C@H]1CCCCO[C@@H](CN(C)C)[C@@H](C)CN([C@@H](C)CO)C(=O)c2cc(NC(=O)c3ccccc3)ccc2O1	5	nt
CC(C)CCOc1ccccc1C(N)=O	nt	-2
C[C@H](CO)N1C[C@H](C)[C@H](CN(C)S(=O)(=O)c2ccc(F)cc2)Oc2ccc(NC(=O)CCC(F)(F)F)cc2C1=O	nt	-2
Cc1ccccc1S(=O)(=O)N1CCN(Cc2cccc(OCCO)c2)CC1	nt	1
C[C@H]1CN([C@@H](C)CO)C(=O)Cc2cc(NS(=O)(=O)c3ccccc3)ccc2O[C@H]1CN(C)C(=O)Nc1cccc2ccccc12	-21	-1
C[C@H](CO)N1C[C@H](C)[C@H](CN(C)C(=O)N[C@H](C)c2ccccc2)OCc2ccccc2-c2ccccc2C1=O	10	nt
COc1ccc(S(=O)(=O)N(C)C[C@H]2Oc3c(NC(=O)c4cc(C)nn4C)cccc3C(=O)N([C@@H](C)CO)C[C@@H]2C)cc1	-7	nt
COc1ccc(C#Cc2ccc3c(c2)O[C@@H](CN(C)C(=O)CN2CCOCC2)[C@H](C)CN([C@@H](C)CO)S3(=O)=O)cc1	-6	nt
CO[C@H]1O[C@H](CO)[C@@H](OC(=O)Nc2cccc(F)c2)[C@@H]2OC(=O)[C@@H](Cc3ccccc3)C/C=C/C[C@H](Cc3ccccc3)C(=O)O[C@@H]12	nt	3
COc1cc2c(cc1NC(=O)C(C)Oc1ccccc1C)oc1ccccc12 (centres undefined)	26	-2
Cc1ccc(S(=O)(=O)Nc2ccc3c(c2)C(=O)N([C@@H](C)CO)C[C@H](C)[C@H](CN(C)S(=O)(=O)c2ccc(Cl)cc2)O3)cc1	nt	6
CNC[C@H]1Oc2ncc(-c3ccccc3C)cc2C(=O)N([C@H](C)CO)C[C@H]1C	6	nt
O=C(CSc1nnc(-c2ccccc2)c(-c2ccccc2)n1)Nc1ccccc1	-12	1
C[C@@H]1CN([C@@H](C)CO)C(=O)c2cccc(NC(=O)C3CCOCC3)c2O[C@H]1CN(C)Cc1ccc2c(c1)OCO2	-1	nt
Cc1noc(C)c1S(=O)(=O)Nc1ccc2c(c1)CC(=O)N([C@@H](C)CO)C[C@@H](C)[C@@H](CN(C)C(=O)Nc1ccccc1)O2	9	0
C[C@@H]1CN([C@H](C)CO)C(=O)CCCn2cc(nn2)CO[C@@H]1CN(C)S(=O)(=O)c1ccc(-c2ccccc2)cc1	nt	1
Oc1ccc2c(c1O)OCC1c3cc4c(cc3OC21)OCO4 (centres undefined)	-32	1
CC(C)CC#Cc1ccc2c(c1)O[C@@H](CN(C)Cc1ccc3c(c1)OCO3)[C@H](C)CN([C@@H](C)CO)S2(=O)=O	-57	nt
COc1ccc(Br)cc1C(Nc1ccccn1)c1cc(Cl)c2cccnc2c1O (centres undefined)	-73	7
CNC[C@@H]1OCc2cn(nn2)CCCC(=O)N([C@H](C)CO)C[C@H]1C	-7	5
C[C@@H]1CCCCO[C@@H](CN(C)S(=O)(=O)c2cccs2)[C@@H](C)CN([C@@H](C)CO)C(=O)c2cc(N(C)C)ccc2O1	-1	nt
CSCCC(NC=O)C(=O)NC(Cc1ccccc1)C(=O)O (centres undefined)	nt	0
C[C@@H]1CN([C@H](C)CO)C(=O)Cc2cc(NC(=O)Cc3ccccc3)ccc2O[C@@H]1CN(C)S(=O)(=O)c1ccc(F)cc1	nt	-3
CC1(C)CC[C@]2(C(=O)O)CC[C@]3(C)C(=CCC4[C@@]5(C)C[C@@H](O)[C@H](O)[C@@](C)(CO)C5[C@H](O)C[C@]43C)[C@@H]2C1 (some centres undefined)	0	-6
S=C(NC1CCCCC1)Sc1ccc(Cl)cc1	nt	-2
CC(CNC1CCCCC1)OC(=O)c1ccccc1 (centres undefined)	18	-9
C[C@@H]1CCCCO[C@H](CN(C)Cc2ccc(Cl)c(Cl)c2)[C@@H](C)CN([C@H](C)CO)C(=O)c2cc(NS(=O)(=O)c3cccs3)ccc2O1	nt	-2
O=C(CN1C(=O)c2cccc3cccc1c23)Nc1ccccc1C(=O)N1CCOCC1	-17	-3
COc1ccc(OCC(=O)Nc2ccc(OC)cc2[N+](=O)[O-])cc1	98*	-1
Cc1ccc(NC(=O)CSc2nnnn2-c2cccc(C(=O)O)c2)cc1C	0	-1
C[C@@H]1CN([C@@H](C)CO)C(=O)c2cccc(NC(=O)Nc3ccc(F)cc3)c2O[C@@H]1CN(C)C(=O)NC1CCCCC1	2	nt
Cc1ccc(NC(=O)CSc2nnnn2-c2ccc(F)cc2)cc1C	-3	-1
Cc1nnc(SCC(=O)Nc2cccc3ccccc23)s1	-13	3
O=C(CSc1nc2ccccc2o1)c1ccc2c(c1)OCCO2	-6	0
COc1ccc(S(=O)(=O)Nc2ccc3c(c2)CC(=O)N([C@@H](C)CO)C[C@@H](C)[C@@H](CN(C)Cc2ccc4c(c2)OCO4)O3)cc1	nt	4
C[C@@H]1CN([C@H](C)CO)C(=O)c2cccc(N(C)C)c2O[C@@H]1CN(C)C(=O)Nc1cccc2ccccc12	-12	nt
Cc1c(Br)c([N+](=O)[O-])nn1CC(=O)Nc1ccc(F)cc1	2	1
C[C@@H]1CCCCO[C@H](CN(C)CC2CCCCC2)[C@@H](C)CN([C@H](C)CO)C(=O)c2cc(NC(=O)Nc3ccc(F)cc3)ccc2O1	nt	3
COC(=O)c1c(NC(=S)NCc2cccnc2)sc(C)c1C	5	-1
O=C(COc1ccccc1)Nc1ccc2oc(-c3ccc(Cl)cc3)nc2c1	24	3
Cc1ccc(S(=O)(=O)N(C)C[C@H]2OCCCC[C@@H](C)Oc3ccc(NS(=O)(=O)c4cccs4)cc3C(=O)N([C@H](C)CO)C[C@@H]2C)cc1	nt	-2
